# EPAC2 antagonist: blocks human EPAC2 exchange factor | Q8WZA2 | actives 0.18% (n = 360,000) | EPAC2 GEF exchange of Rap1B-BODIPY-GDP, fluorescence | Potency, µM (doses to about 114 µM), for the others: at the top dose activity, negative = inhibition, hits mostly inhibitors; note: potency is the fitted concentration of half-maximal effect; % is set by controls: 0 for no effect and ±100 for the full control effect; nearly all actives have a fitted effect of over 45% in size; many of its hits are not listed in these tables
# Abeta rescue: A-beta toxicity reversal in yeast. yeast expressing A-beta42, growth rescue, OD600, 48 h; response scale: 0% DMSO, 100% iron-clioquinol control. Potency, µM (doses to about 46.1 µM), without a hit: at the highest dose growth rescue, usual class: activators. actives 0.063% (n = 410,000); note: potency is the fitted concentration of half-maximal effect; nearly all actives have a fitted effect of over 55% in size
#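 Yeast growth medium received pinned compounds, then yeast cells expressing toxic A-beta were added; plates incubated at 30 C for 48 hr. Growth read as absorbance at 600 nm, normalized to DMSO and equimolar FeCl3 plus clioquinol controls.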
# DRD3 antagonist: D3 dopamine receptor (human) antagonism; max response, negative = inhibition, %; D3R cells, DiscoveRx beta-arrestin luminescence, antagonist mode; stronger effect = lower value; actives 2.5% (n = 360,000); in the data active = max response below about -50%; inconclusive = no clear call, values can overlap the other calls; note: % is set by controls: 0 for no effect and ±100 for the full control effect; mostly tested at two doses, the higher about 12 µM
# Target sequence (P35462 whole entry, looked up): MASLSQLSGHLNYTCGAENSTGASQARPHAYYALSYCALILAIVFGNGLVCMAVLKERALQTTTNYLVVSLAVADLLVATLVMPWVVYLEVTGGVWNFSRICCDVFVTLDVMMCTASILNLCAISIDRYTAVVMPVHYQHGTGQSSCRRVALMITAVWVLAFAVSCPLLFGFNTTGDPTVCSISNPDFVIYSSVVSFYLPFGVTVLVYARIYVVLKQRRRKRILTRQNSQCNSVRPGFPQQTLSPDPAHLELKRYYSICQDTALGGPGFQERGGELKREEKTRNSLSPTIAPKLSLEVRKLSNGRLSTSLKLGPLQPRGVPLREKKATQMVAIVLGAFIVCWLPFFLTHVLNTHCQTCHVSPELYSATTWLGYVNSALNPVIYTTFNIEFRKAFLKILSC
#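 Cells expressing the human receptor were seeded at 1500 cells/well, incubated overnight at 37 degrees C in 5% CO2, then exposed to library compounds with dopamine controls for 90 minutes at 37 degrees C before luminescent detection.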
# EPAC2 agonist: activates human EPAC2 exchange factor; Q8WZA2; EPAC2 activation, biochemical qHTS; response scale: 100% = 6.5 mM cAMP response; Potency, µM (highest dose often 154 µM), for inactives: top-dose activation, usual class: activators; actives 0.079% (n = 360,000); note: potency is the fitted concentration of half-maximal effect; nearly all actives have a fitted effect of over 50% in size
#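 Each well held 100 nM EPAC2, 250 nM RAP1B-BODIPY-GDP and 50 uM GDP. Fluorescence, read at 5-min intervals to 30 min, was referenced to a 6.5 mM cAMP positive control.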
# TDP-43 yeast inh: TDP-43 toxicity inhibition in yeast | TDP-43 expressing yeast growth rescue, BacTiter-Glo, 24 h | Potency, µM (series often up to 46.1 µM), for the others: at the top dose growth rescue (activation), hits mostly activators | actives 1.8% (n = 410,000) | AID 652104; note: potency is the fitted concentration of half-maximal effect; % of control where 0% means no effect; nearly all actives have a fitted effect of over 50% in size
#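 Yeast cells expressing TDP-43 under galactose induction are exposed to compounds for 24 hr at 30 deg C. BacTiter-Glo luminescence measures growth, so protective compounds score as activators.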
# DRD3 agonist: agonists of human D3 dopamine receptor; P35462; D3R DiscoveRx beta-arrestin cells, luminescence, 90 min; max activation, %; actives 0.58% (n = 410,000); AID 652048; in the data active = max activation above about 30%; note: 0% is about no effect; mostly tested at two doses, the higher about 12 µM
#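 Cells at 1500/well, incubated overnight, then treated with pinned compounds (dopamine as control) for 90 min at 37 degrees C. DiscoveRx reagent added for 30 - 60 minutes at room temperature; luminescence read.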
# aSyn rescue: rescues yeast growth from alpha-synuclein toxicity; Yeast expressing alpha-synuclein, growth rescue, BacTiter-Glo, 24 h; Potency, µM (series often up to 46.1 µM), inactives show at the highest dose growth rescue (activation), usual class: activators; actives 0.14% (n = 370,000); AID 652106; note: potency is the fitted concentration of half-maximal effect; % of control where 0% means no effect; nearly all actives have a fitted effect of over 65% in size
#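 Rescue of yeast growth: cells expressing toxic alpha-synuclein, induced in galactose at OD600 0.02, incubated with compound 24 h at 30 C. ATP luminescence quantified growth; inhibitors of toxicity appear as activators.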
# FUS suppressor: suppressors of FUS proteinopathy in yeast. S. cerevisiae FUS-expressing, growth rescue, OD600, 24 h. Potency, µM (titrated, usually from 76.6 µM), for inactives: at the top dose growth rescue (activation), usual class: activators. actives 0.24% (n = 390,000);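 note: potency is the fitted concentration of half-maximal effect; plate controls were DMSO vehicle for no effect and reference control for full effect; nearly all actives have a fitted effect of over 55% in size; some results filed as inactive show a strong effect at the top dose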
#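 Compound concentration series was pinned onto galactose-induced FUS-expressing yeast seeded at OD 0.005. Plates sat 24hr at 30C; absorbance at 600 nm gave growth. DMSO served as background control.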
# * hit, by the source's call; ? = inconclusive; . = not tested or not shown; [ ] = another dose, or the depositor's remark. Unless noted, calls come from the whole dose curve; as a rule, active = well fitted curve in the direction sought with a large enough effect; inconclusive = small, poorly fitted or top-dose-only effect, or another doubt; inactive = no such curve, though single readings can be large; an effect the other way counts as inactive or inconclusive.
SMILES,EPAC2 antagonist,Abeta rescue,DRD3 antagonist,EPAC2 agonist,TDP-43 yeast inh,DRD3 agonist,aSyn rescue,FUS suppressor
O=C(CCCCCN1C(=O)CCC1=O)Nc1ccc2c(c1)OCCO2,6%,0%,7,-4%,2%,-2,-16%,-6%
CCOC(=O)C1CCN(C(=O)COC(=O)c2ccc(Br)o2)CC1,9%,7%,0,0%,-24%,1,-1%,8%
CC(=O)/C(N=Nc1ccc2c(c1)OCCO2)=C(\C)O,6%,-18%,-1,-8%,7%,2,7%,15%
CCOc1ccc(NC(=O)C2CCN(S(=O)(=O)c3c(C)noc3/C=C/c3cccs3)CC2)cc1,.,-21%,.,.,-17%,-19,.,6%
Cc1cccc(C(=O)N2CCN(c3ccc([N+](=O)[O-])c(N4CCOCC4)c3)CC2)c1,4%,1%,?,2%,7%,-18,10%,5%
COc1ccc(S(=O)(=O)Nc2ccc(N3CCOCC3)cc2)cc1[N+](=O)[O-],0%,-17%,0,3%,-17%,4,-1%,0%
Cn1c(=O)c2c(nc(N3CCCCCC3)n2Cc2cccc3ccccc23)n(C)c1=O,-15%,10%,-25,1%,?,-10,0%,14%
CCCCCCn1c(=O)n2n(c1=O)[C@@H]1CN(S(=O)(=O)c3ccc(C)cc3)C[C@]1(O)[C@@H](OC(=O)NC1CC1)C2,-6%,-7%,21,7%,27%,5,-1%,27%
CCC(=O)OCCn1c(=O)c2ccccc2c2ccccc2c1=O,?,10%,-6,3%,19%,1,-1%,-38%
COc1ccc(C2CC(=O)Nc3cc(OC)c(OC)cc32)cc1Br (stereo unspecified),-17%,6%,20,10%,8%,1,0%,-15%
Cc1ccc(NC(=S)N2CCC(N(C)CC3CCCO3)CC2)cc1C (stereo unspecified),22%,-14%,0,0%,-9%,-17,-6%,22%
OC(CNC1CCCC1)COc1ccc(-c2ccccc2)cc1 (stereo unspecified),1%,-11%,-24,6%,2%[9.22 µM],-28,3%,6%
COC(=O)c1ccc(NC(=O)c2snnc2-c2ccccc2)cc1,3%,-24%,-10,9%,?,0,1%,-34%
C/C=C(\C)C(=O)NCCN1C2=NC[C@@H](C)N2C[C@H]1Cc1ccc(O)cc1,9%,1%,0,-2%,8%,10,13%,-6%
CCOC(=O)N1CCC(NC(=O)CSc2cc(=O)n(C)c3ccccc23)CC1,7%,-4%,6,0%,-19%,-2,-2%,13%
O=C(NNc1c(Cl)cccc1Cl)c1ccno1,-3%,5%,0,6%,11%,3,0%,-25%
O=C1CC(N2CCC(c3nc4ccccc4s3)CC2)C(=O)N1Cc1ccccc1 (stereo unspecified),-3%,-13%,40,21%,?,1,.,29%
CN1CCN(S(=O)(=O)c2cccc(C(=O)NCCOc3ccccc3F)c2)CC1,3%,-7%,-17,12%,16%,-4,-7%,30%
Cc1nc2ccccn2c1CN(C)C(=O)C1CCC(=O)N(Cc2cccc(F)c2)C1 (stereo unspecified),4%,4%,1,7%,-15%,6,3%,8%
CCOc1ccc2nc(SCC(=O)N(CCOC)c3c(N)n(Cc4ccccc4)c(=O)[nH]c3=O)[nH]c2c1,12%,14%,9,1%,-1%,-5,-2%,8%
Cn1c(CN2CCOCC2)nnc1SCC(=O)Nc1ccc2c(c1)OCCO2,7%,2%,-1,-1%,0%,-13,-2%,21%
CC(C)(C)C(=O)Oc1cc(N)n(S(=O)(=O)c2ccccc2)n1,-7%,17%,-5,-5%,24%,1,11%,-20%
COCCNC(=O)C(C)N(c1ccc(OC)cc1)S(C)(=O)=O (stereo unspecified),4%,7%,-14,2%,4%,15,7%,-3%
COCCNc1ncnc2c1ncn2[C@H]1CN(Cc2ccco2)C[C@@H](CO)O1,-2%,-11%,15,4%,27%,3,1%,9%
Cn1cc(CN2CCN(Cc3ccc4c(c3)OCO4)CC2)c(-c2ccccc2F)n1,5%,2%,?,1%,16%,-2,2%,-33%
CC1CCN(S(=O)(=O)c2cccc(S(=O)(=O)N3CCOCC3)c2)CC1,-5%,-1%,16,2%,13%,3,3%,12%
Cc1ccccc1NC(=O)/C(C#N)=C\c1ccsc1,1%,29%,1,-4%,23%,2,2%,-28%
CC1=C(C(=O)N(C)C)CC(CC(=O)NCc2cccc3ccccc23)C(=O)N1CCC1=CCCCC1 (stereo unspecified),-12%,7%,3,19%,?,2,2%,25%
CCOc1ccc(NC(=O)/C(C#N)=C\c2ccc(-c3ccc(Cl)cc3)o2)cc1,.,-18%,.,.,27%,8,.,-9%
CCOc1ccc(NC(=O)C2C3C=CC4(O3)C2C(=O)N(Cc2cccnc2)C4C(=O)NC2CCCCC2)cc1 (stereo unspecified),2%,-5%,11,3%,7%,-9,-2%,16%
CC[C@H](C)[C@@H](C(=O)NCCCCCCCCCCC(=O)N1CCNCC1)n1cc(CCCCN=C(N)N)nn1,4%,0%,0,4%,22%,-8,-4%,-5%
CC(=O)N1c2ccc(S(=O)(=O)N3CCCC(C(=O)NCc4ccccc4)C3)cc2CC1C (stereo unspecified),4%,-1%,-13,3%,2%,3,1%,-2%
CCOc1ccc(-n2cc(C(=O)Nc3ccccc3OCC)c3cc(OC)c(OC)cc3c2=O)cc1,.,13%,.,.,7%,-3,.,38%
CCOc1ccc(NC(=O)Cn2c(=O)c(CNc3ccc(CC)cc3)cc3cc4c(cc32)OCO4)cc1,.,-16%,.,.,14%,8,2%,-3%
Cc1ccccc1C(=O)NC(=S)N(Cc1ccccc1)c1ccccn1,5%,12%,3,8%,20%,1,7%,-1%
Fc1ccc(N2Cc3ccsc3C=N2)cc1,8%,9%,-8,3%,-5%[9.22 µM],9,5%,-1%
O=S(=O)(Nc1ccc2ccccc2n1)c1ccccc1Cl,-8%,-2%,5,3%,?,2,-12%,20%
O=C(c1cccc([N+](=O)[O-])c1)N1CCN(c2ccc(N3CCOCC3)nn2)CC1,-2%,-7%,13,3%,-24%,-6,-1%,5%
COc1cc2cc(C(=O)Nc3ccc4c(c3)OCCO4)[nH]c2cc1OC,2%,-1%,11,7%,3%,3,-4%,2%
COc1ccc(C(=O)NC2CCN(C(=S)Nc3cc(C)ccc3C)CC2)cc1,-2%,11%,28,10%,-24%,9,0%,-7%
CCc1ccc(-c2[nH]nc3nc(-c4ccc(OC)cc4)cc(C(=O)NCCCOC)c23)cc1,.,-10%,.,.,13%,-6,.,-15%
C[C@H](CO)N1C[C@H](C)[C@@H](CN(C)C(=O)Nc2ccc3c(c2)OCO3)Oc2ccc(NC(=O)Cn3cnnn3)cc2C1=O,0%,-4%,?,-5%,-19%,-13,-3%,-14%
CNC(=O)CSc1ncnc2c1cnn2-c1ccccc1,6%,0%,1,6%,?,4,4%,4%
Cc1ccc(NC(=O)C(C)Sc2n[nH]c(CNc3ccccc3)n2)cc1 (stereo unspecified),36%,-17%,4,1%,-31%[inhibitor],-11,2%,29%
O=C(/C=C/c1ccccc1)NC(NC(=S)Nc1ccc(C(=O)O)cc1)C(Cl)(Cl)Cl (stereo unspecified),0%,-2%,-12,-3%,25%,-4,-1%,?
CC(C)NCCCOc1ccc(C(C)(C)c2ccccc2)cc1,1%,2%,?,11%,-4%,0,-1%,14%
CCOC(=O)c1ccccc1NC(=O)c1ccccc1SC,-5%,2%,3,20%,8%,10,0%,26%
CCOC(=O)C(=O)N/N=C(/c1ccccc1)c1ccc(OC)cc1,-1%,-13%,-17,11%,-3%,-1,1%,12%
CCOC(=O)c1c(NC(=O)COC(=O)c2nc(Cl)ccc2Cl)sc2c1CCC2,17%,?,4,3%,21%,5,1%,.

# Entries from the list above containing an aryl methoxy group:
SMILES,EPAC2 antagonist,Abeta rescue,DRD3 antagonist,EPAC2 agonist,TDP-43 yeast inh,DRD3 agonist,aSyn rescue,FUS suppressor
COc1ccc(S(=O)(=O)Nc2ccc(N3CCOCC3)cc2)cc1[N+](=O)[O-],0%,-17%,0,3%,-17%,4,-1%,0%
COc1ccc(C2CC(=O)Nc3cc(OC)c(OC)cc32)cc1Br (stereo unspecified),-17%,6%,20,10%,8%,1,0%,-15%
COCCNC(=O)C(C)N(c1ccc(OC)cc1)S(C)(=O)=O (stereo unspecified),4%,7%,-14,2%,4%,15,7%,-3%
CCOc1ccc(-n2cc(C(=O)Nc3ccccc3OCC)c3cc(OC)c(OC)cc3c2=O)cc1,.,13%,.,.,7%,-3,.,38%
COc1cc2cc(C(=O)Nc3ccc4c(c3)OCCO4)[nH]c2cc1OC,2%,-1%,11,7%,3%,3,-4%,2%
COc1ccc(C(=O)NC2CCN(C(=S)Nc3cc(C)ccc3C)CC2)cc1,-2%,11%,28,10%,-24%,9,0%,-7%
CCc1ccc(-c2[nH]nc3nc(-c4ccc(OC)cc4)cc(C(=O)NCCCOC)c23)cc1,.,-10%,.,.,13%,-6,.,-15%
CCOC(=O)C(=O)N/N=C(/c1ccccc1)c1ccc(OC)cc1,-1%,-13%,-17,11%,-3%,-1,1%,12%

# An excerpt, so the mix of outcomes need not match the whole.
